BoNT A protease: BoNT/A light chain protease inhibitors, primary screen, biochemical, flow cytometry, MLPCN library. AID 588499, 2011. inhibition, % at 10 µM. multiplex microsphere protease substrate cleavage. 0.17% of 360,000 active. Botulinum neurotoxin type A light chain protease (Clostridium botulinum A str. ATCC 3502); further: plate controls were buffer without enzyme for full effect and enzyme alone for no effect
BoNT-F LC inh: BoNT/F light chain protease inhibitors, primary screen, biochemical, flow cytometry, MLPCN library; Multiplex microsphere protease cleavage assay; inhibition, % at 10 µM; 0.22% of 360,000 active; AID 588497, 2011; in the data active means inhibition above about 35%, passing the limit was not always enough; inconclusive means no clear call, values can overlap the other calls; further: plate controls were buffer without enzyme for full effect and enzyme alone for no effect
TcdB inh: TcdB glycohydrolase inhibitors, primary screen, biochemical, single point, plate reader; Toxin B (Clostridioides difficile), P18177; TcdB glycohydrolase enzymatic assay; inhibition, % at 9.99 µM; 0.24% of 350,000 active; AID 652162, 2013; in the data active means inhibition above about 10%
Target sequence (P18177 whole entry, looked up): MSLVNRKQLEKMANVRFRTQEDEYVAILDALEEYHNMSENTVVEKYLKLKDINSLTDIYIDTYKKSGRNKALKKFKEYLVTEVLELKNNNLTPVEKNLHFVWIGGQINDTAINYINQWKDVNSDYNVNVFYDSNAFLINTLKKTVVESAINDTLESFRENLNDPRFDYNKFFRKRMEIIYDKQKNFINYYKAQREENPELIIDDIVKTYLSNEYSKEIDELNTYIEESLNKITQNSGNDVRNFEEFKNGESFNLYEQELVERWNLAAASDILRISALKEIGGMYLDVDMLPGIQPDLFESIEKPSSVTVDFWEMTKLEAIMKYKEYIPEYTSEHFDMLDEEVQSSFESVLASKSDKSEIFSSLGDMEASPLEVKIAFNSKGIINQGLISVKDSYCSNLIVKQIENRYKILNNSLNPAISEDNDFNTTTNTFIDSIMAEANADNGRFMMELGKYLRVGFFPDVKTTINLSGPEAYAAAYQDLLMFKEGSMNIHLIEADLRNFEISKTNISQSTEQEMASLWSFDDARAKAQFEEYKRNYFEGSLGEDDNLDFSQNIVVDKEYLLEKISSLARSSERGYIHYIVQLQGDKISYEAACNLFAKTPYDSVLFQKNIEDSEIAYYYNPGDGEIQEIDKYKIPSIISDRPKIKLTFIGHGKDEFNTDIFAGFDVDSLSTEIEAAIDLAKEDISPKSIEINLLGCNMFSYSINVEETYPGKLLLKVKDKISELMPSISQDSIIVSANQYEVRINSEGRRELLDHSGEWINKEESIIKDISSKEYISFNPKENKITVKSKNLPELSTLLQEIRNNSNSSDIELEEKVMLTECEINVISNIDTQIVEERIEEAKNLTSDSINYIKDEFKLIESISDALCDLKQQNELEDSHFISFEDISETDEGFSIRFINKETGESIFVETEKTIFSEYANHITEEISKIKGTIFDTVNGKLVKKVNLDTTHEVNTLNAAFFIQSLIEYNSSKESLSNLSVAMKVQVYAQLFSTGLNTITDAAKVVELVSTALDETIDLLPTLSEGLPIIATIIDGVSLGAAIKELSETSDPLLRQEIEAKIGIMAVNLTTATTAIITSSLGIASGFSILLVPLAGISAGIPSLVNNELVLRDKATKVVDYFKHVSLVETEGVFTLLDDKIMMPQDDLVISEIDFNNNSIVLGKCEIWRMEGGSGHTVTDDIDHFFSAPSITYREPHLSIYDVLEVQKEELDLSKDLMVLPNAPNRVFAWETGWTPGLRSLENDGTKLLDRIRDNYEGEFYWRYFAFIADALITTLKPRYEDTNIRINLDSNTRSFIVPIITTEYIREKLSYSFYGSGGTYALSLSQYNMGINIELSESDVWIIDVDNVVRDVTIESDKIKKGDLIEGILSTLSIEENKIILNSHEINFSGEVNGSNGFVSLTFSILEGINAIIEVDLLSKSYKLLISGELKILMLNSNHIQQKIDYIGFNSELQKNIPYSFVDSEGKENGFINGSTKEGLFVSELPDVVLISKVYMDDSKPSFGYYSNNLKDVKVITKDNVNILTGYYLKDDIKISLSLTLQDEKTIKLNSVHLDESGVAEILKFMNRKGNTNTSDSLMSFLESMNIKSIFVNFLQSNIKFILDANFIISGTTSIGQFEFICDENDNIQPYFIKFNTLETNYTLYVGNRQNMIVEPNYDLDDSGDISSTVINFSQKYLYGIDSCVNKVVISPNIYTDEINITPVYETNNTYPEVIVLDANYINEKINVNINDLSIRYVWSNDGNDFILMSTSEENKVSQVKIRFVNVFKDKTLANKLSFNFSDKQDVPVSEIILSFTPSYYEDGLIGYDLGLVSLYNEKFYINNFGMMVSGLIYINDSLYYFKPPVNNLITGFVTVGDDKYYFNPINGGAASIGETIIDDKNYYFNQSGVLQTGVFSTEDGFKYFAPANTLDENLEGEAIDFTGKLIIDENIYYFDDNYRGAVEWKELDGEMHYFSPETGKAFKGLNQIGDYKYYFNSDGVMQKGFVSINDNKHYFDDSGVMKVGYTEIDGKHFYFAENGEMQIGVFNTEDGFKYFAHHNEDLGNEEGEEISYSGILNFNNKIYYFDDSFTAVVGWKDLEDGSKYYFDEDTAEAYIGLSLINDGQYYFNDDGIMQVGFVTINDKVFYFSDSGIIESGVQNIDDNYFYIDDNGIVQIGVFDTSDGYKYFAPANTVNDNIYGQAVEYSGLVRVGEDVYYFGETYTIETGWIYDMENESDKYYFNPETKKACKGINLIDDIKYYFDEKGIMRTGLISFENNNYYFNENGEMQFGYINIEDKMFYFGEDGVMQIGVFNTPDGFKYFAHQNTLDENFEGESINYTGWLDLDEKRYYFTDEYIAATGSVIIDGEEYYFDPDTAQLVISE
Y pestis TopoI: Yersinia pestis topoisomerase I inhibitors, primary screen, biochemical, cleavage product accumulation, plate reader, single point; activity, % at 10 µM; DNA topoisomerase I (Yersinia pestis CO92); 0.064% of 360,000 active; Y. pestis Topo-I cleavage product accumulation; in the data active means activity above about 50%, passing the limit was not always enough; inconclusive means no clear call, values can overlap the other calls; further: inactives centre near 2
Anthrax LF prot: Bacillus anthracis LF protease inhibitors, primary screen, biochemical, multiplex microsphere, MLPCN library | Lethal factor (Bacillus anthracis), P15917 | multiplex microsphere protease cleavage assay | inhibition, % at 10 µM | 0.12% of 360,000 active | AID 588501, 2011; further: plate controls were buffer without enzyme for full effect and enzyme alone for no effect
PrPC surface inh: inhibitors of human cell surface prion protein PrPC, primary screen, cell-based, TR-FRET; inhibition, % at 13.8 µM; Major prion protein (Homo sapiens), P04156; TR-FRET read-out; 0.43% of 370,000 active; AID 720596, 2013; in the data active means inhibition above about 24%; further: 0% = median of the test wells and 100% = reference compound wells
FadD28 binding: inhibitors of FadD28 bisubstrate probe binding, primary screen, biochemical, fluorescence polarization, single point | inhibition, % at 12.5 µM | 0.22% of 360,000 active; in the data active means inhibition above about 8.5%, passing the limit was not always enough; inconclusive means no clear call, values can overlap the other calls
PfHsp40 rescue: rescue of yeast from PfHsp40 toxicity, primary screen, S. cerevisiae, ATP luminescence. AID 504582, 2011. S. cerevisiae expressing PfHsp40, growth rescue. growth rescue, % at 12.5 µM. 0.68% of 340,000 active; in the data active means growth rescue above about 28%, passing the limit was not always enough; inconclusive means no clear call, values can overlap the other calls;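 further: yeast W303a lacking pdr1 and pdr3 grown in galactose medium; growth measured after three days at 30 °C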
CCHFV vOTU inh: CCHFV vOTU protease inhibitors, primary screen, biochemical, Pep-AMC substrate, fluorescence. inhibition, % at 11.5 µM. 0.55% of 370,000 active. Crimean-Congo hemorrhagic fever virus L polyprotein viral ovarian tumor (vOTU) protease …; in the data active means inhibition above about 30%; further: 0% = vehicle wells with enzyme and 100% = no enzyme wells
Starred values were filed as active, the others as inactive; ? = inconclusive; / = no result given; & = joins results of further samples. Unless noted, no stated cut-off is given here; in the data, active means inhibition above about 30%; inconclusive means no clear call, values can overlap the other calls; inactive means below that. This is a random part of the collection. About 2.3% of those tested had a hit in this group.

SMILES	BoNT A protease	BoNT-F LC inh	TcdB inh	Y pestis TopoI	Anthrax LF prot	PrPC surface inh	FadD28 binding	PfHsp40 rescue	CCHFV vOTU inh
COc1ccc(CN2CCN(CCCc3ccccc3)C(CCO)C2)c(O)c1 (stereo not given)	-0.3	?	-1.5	5.4	-1.9	2.6	-3.4	0.0	5.8
C=C(C)CN=C1SC(C(=O)Nc2sc3c(c2C(=O)OC)CCC3)C(N)=C1C(N)=O (stereo not given)	-0.7	-11.5	0.9	-4.4	-4.3	3.4	-3.9	-0.2	17.4
COc1ccc(OC)c(C2=C[N+](=O)C(C)(C)C(C)(C)N2[O-])c1	0.4	-6.3	/	4.8	-2.0	-6.1	-1.1	0.3	7.2
O=C1NC(=O)c2cc(NC(=O)C3COc4ccccc4O3)ccc21 (stereo not given)	-0.2	-6.4	1.1	-3.3	2.2	5.9	-4.8	0.0	-5.0
CC1SC(c2ccc(Cl)cc2)NC1=O (stereo not given)	-0.1	-3.1	/	7.3	0.5	3.8	1.3	0.2	11.7
COC(=O)[C@H](C)N(Cc1ccc(Cl)c(Cl)c1)S(=O)(=O)CCN1CCN(c2ccccc2)CC1	-0.2	1.9	-0.1	41.7	-1.6	5.8	-2.3	-0.4	12.6
COc1cccc2sc(N(CCCN(C)C)C(=O)c3ccc(S(=O)(=O)N4CCCc5ccccc54)cc3)nc12	-1.4	4.4	-1.0	-6.2	-1.9	-14.6	-6.0	-1.5	-1.3
CC1CCN(CC(=O)NC2CCCCC2)CC1	-4.4	?	0.5	-1.1	1.5	3.5	-1.5	0.8	4.0
COc1ccc(/C=C/C(=O)NC(=S)Nc2ccccn2)cc1	-0.8	10.0	-0.2	-2.2	-8.2	10.1	0.0	-2.2	0.1
CCOC(=O)N1CCN(S(=O)(=O)N2CCCC(C(=O)NCCc3ccccc3)C2)CC1 (stereo not given)	0.1	4.3	1.5	-5.5	0.5	-3.0	-3.1	1.0	-1.3
Cc1ccc(C2(C)NC(=O)N(CC(=O)Nc3ccc4c(c3)CCC4)C2=O)cc1 (stereo not given)	-0.1	-1.6	-1.6	4.1	-6.0	8.9	/	-0.6	15.8
CCOC(=O)N1CCC(NC(=O)c2oc3c(C)c(C)ccc3c2C)CC1	-0.4	-0.7	-0.6	30.4	0.7	2.8	-6.7	2.4	17.6
C[C@H](CO)N1C[C@H](C)[C@@H](CN(C)S(=O)(=O)c2ccc3ccccc3c2)OCc2cn(nn2)CCCC1=O	-0.1	-0.6	1.7&0.2	3.5	-4.5	-1.7	1.1	/	-12.8
CCCCn1c(=O)[nH]c2c(oc3ccccc32)c1=O	0.4	-4.8	1.9	-0.5	7.1	0.5	0.1	0.3	-11.1
CCN(CC)S(=O)(=O)c1cccc(NC(=O)CCSc2ccc(Cl)cc2)c1	0.5	1.0	/	-1.2	1.3	5.9	1.4	3.9	-7.2
S=c1[nH]nc(CNc2cccc(Cl)c2)o1	-1.3	-4.8	-1.0	-9.5	-5.6	-2.1	-2.2	1.3	1.7
CN(C)CCN(C(=O)c1ccc(S(=O)(=O)N2CCc3ccccc32)cc1)c1nc2ccc(F)cc2s1	-0.8	0.6	1.0	0.4	-0.8	1.4	-0.8	-0.8	3.2
CC(OC(=O)c1cccc(-n2cnnn2)c1)C(=O)Nc1ccc(F)c(F)c1F (stereo not given)	3.8	11.8	2.8	-9.3	0.2	1.9	-1.6	-0.2	8.4
O=S(=O)(c1cccc(C(F)(F)F)c1)N1CCCC1c1cccnc1 (stereo not given)	0.1	-11.1	0.9	-6.9	3.3	2.6	-0.3	-2.0	-7.8
CCC[C@H](N[C@@H](CCC)[C@H](O)c1ccccc1)[C@H](O)c1ccccc1	-0.7	-8.9	1.0	2.4	-8.0	12.3	0.1	-0.6	-3.7
CCN(CC)CC(=O)c1c[nH]c2ccc(OC)cc12	4.2	25.7	/	-7.4	0.7	7.8	-1.9	-0.2	4.5
Nc1ccc(C(=O)OCCCc2nc3ccccc3[nH]2)cc1	-0.3	-1.0	/	-5.1	-2.8	0.9	-2.2	1.6	0.9
O=C(CSc1ccc(Cl)cc1)Nc1cccc(-c2nc3ncccc3o2)c1	-2.2	-47.7	/	-6.0	2.2	5.1	-0.7	-1.3	0.0
CCOC(=O)c1c(NC(=O)C(C)S(=O)(=O)c2cn(CC)c3ccccc23)sc2c1CCCC2 (stereo not given)	-0.4	1.9	0.5	41.5	-0.8	-4.8	-6.5	1.0	8.2
O=C(Nc1cc(Cl)ccc1N1CCOCC1)c1ccc(F)c(S(=O)(=O)N2CCOCC2)c1	2.5	19.7	1.0	12.7	8.2	-4.0	1.4	0.4	-3.6
COc1cccc(-c2cnc3c(c2)C(=O)N([C@H](C)CO)C[C@@H](C)[C@H](CN(C)C(=O)Nc2ccccc2F)O3)c1	-0.3	-1.7	-0.5&-2.4&1.8	2.1	-1.6	2.6	-4.4	/	1.1
CC(CN(C)C1CCN(C)CC1)c1ccccc1 (stereo not given)	?	?	1.3	-8.7	-1.5	1.8	0.6	-0.3	-10.2
O=C(NNC(=O)C1CCN(Cc2ccc(F)cc2Cl)CC1)Nc1ccc([N+](=O)[O-])cc1	0.1	-2.2	1.0	-5.7	-3.9	-3.9	1.4	-0.4	1.0
O=C(c1cccs1)N1CCN(C(=O)c2cccs2)C1=S	0.4	5.4	1.0	-0.6	1.3	-2.8	-4.2	0.9	5.2
Cc1ccc(C)c(-n2ccnc2SCC(N)=O)c1	0.2	-2.7	0.8	13.0	5.2	2.0	-3.7	1.0	6.7

Exported in markdown: entries from further up
| mol | BoNT A protease | BoNT-F LC inh | TcdB inh | Y pestis TopoI | Anthrax LF prot | PrPC surface inh | FadD28 binding | PfHsp40 rescue | CCHFV vOTU inh |
| --- | --- | --- | --- | --- | --- | --- | --- | --- | --- |
| S=c1[nH]nc(CNc2cccc(Cl)c2)o1 | -1.3 | -4.8 | -1.0 | -9.5 | -5.6 | -2.1 | -2.2 | 1.3 | 1.7 |
| CN(C)CCN(C(=O)c1ccc(S(=O)(=O)N2CCc3ccccc32)cc1)c1nc2ccc(F)cc2s1 | -0.8 | 0.6 | 1.0 | 0.4 | -0.8 | 1.4 | -0.8 | -0.8 | 3.2 |
| CC(OC(=O)c1cccc(-n2cnnn2)c1)C(=O)Nc1ccc(F)c(F)c1F (stereo not given) | 3.8 | 11.8 | 2.8 | -9.3 | 0.2 | 1.9 | -1.6 | -0.2 | 8.4 |
| O=S(=O)(c1cccc(C(F)(F)F)c1)N1CCCC1c1cccnc1 (stereo not given) | 0.1 | -11.1 | 0.9 | -6.9 | 3.3 | 2.6 | -0.3 | -2.0 | -7.8 |
| CCC[C@H](N[C@@H](CCC)[C@H](O)c1ccccc1)[C@H](O)c1ccccc1 | -0.7 | -8.9 | 1.0 | 2.4 | -8.0 | 12.3 | 0.1 | -0.6 | -3.7 |
| CCN(CC)CC(=O)c1c[nH]c2ccc(OC)cc12 | 4.2 | 25.7 | / | -7.4 | 0.7 | 7.8 | -1.9 | -0.2 | 4.5 |
| Nc1ccc(C(=O)OCCCc2nc3ccccc3[nH]2)cc1 | -0.3 | -1.0 | / | -5.1 | -2.8 | 0.9 | -2.2 | 1.6 | 0.9 |
| O=C(CSc1ccc(Cl)cc1)Nc1cccc(-c2nc3ncccc3o2)c1 | -2.2 | -47.7 | / | -6.0 | 2.2 | 5.1 | -0.7 | -1.3 | 0.0 |
| CCOC(=O)c1c(NC(=O)C(C)S(=O)(=O)c2cn(CC)c3ccccc23)sc2c1CCCC2 (stereo not given) | -0.4 | 1.9 | 0.5 | 41.5 | -0.8 | -4.8 | -6.5 | 1.0 | 8.2 |

Remaining list, next part.
SMILES	BoNT A protease	BoNT-F LC inh	TcdB inh	Y pestis TopoI	Anthrax LF prot	PrPC surface inh	FadD28 binding	PfHsp40 rescue	CCHFV vOTU inh
Cc1cc(OC(=O)c2ccccc2C(F)(F)F)c([N+](=O)[O-])c(=O)[nH]1	-1.4	-7.1	-2.1	-6.8	-6.7	-5.2	1.5	-0.3	16.0
COc1ccc(Cl)cc1NC(=O)C(=O)NC1CCCCCC1	-0.3	4.8	/	-3.5	0.4	5.2	-0.1	3.6	-8.6
NS(=O)(=O)c1ccc(CCNC(=O)CCCn2c(SCC(=O)N3CCCC3)nc3ccsc3c2=O)cc1	-0.9	-2.2	0.7	6.4	-4.1	5.8	0.0	-1.0	6.3
CN(c1nnc(N)s1)C1CCCCC1	-0.4	-6.5	1.2	7.6	3.6	-0.7	-2.0	0.2	-2.2
COc1ccc(NC(=O)c2cccnn2)cc1	-1.2	15.2	-0.7	-3.9	10.1	-1.3	1.3	-1.4	-15.5
CCn1nc(C)c(/C=N/NC(=O)Cn2nccc2C)c1C	0.0	0.5	/	2.7	1.8	-4.9	-1.8	0.9	-6.2
CC(=O)c1ccc(NC(=O)c2ccc(C)c(Br)c2)cc1	-0.6	1.9	1.1	1.5	1.7	10.1	-1.9	-1.5	4.8
O=C(c1ccc([N+](=O)[O-])c(CS(=O)(=O)c2ccc(Cl)cc2)c1)N1CCCC1	-0.5	-1.7	-0.2	-16.6	1.4	-33.5	-3.0	40.8*	0.8
Cc1ccc2c(c1)C1CN(C)CCC1N2C(=O)COc1ccc(N(C)C(=O)c2ccccc2)cc1 (stereo not given)	0.6	-1.0	1.2	-8.0	0.6	7.9	-4.0	1.4	-6.7
Cc1cc(NC(=O)CSCc2nc(-c3cccc(F)c3)oc2C)no1	-0.3	-11.6	-0.3	8.0	-8.2	-2.4	-0.1	0.8	-3.0
CC(=O)c1c(C)[nH]c(C(=O)OCC(=O)NC(C)c2ccccc2)c1C (stereo not given)	0.0	-4.5	-0.3	5.4	-6.3	3.4	-0.7	/	-5.9
CCOC(=O)N1CCN(S(=O)(=O)N2CCCC(C(=O)NCc3ccc(F)cc3)C2)CC1 (stereo not given)	0.0	4.7	0.7	4.9	-1.0	2.2	0.8	0.9	0.6
CC1CCCCC1NC(=O)C1CCCN1S(=O)(=O)c1cccc2nsnc12 (stereo not given)	0.6	2.3	0.1	-2.1	-1.1	-26.3	-2.9	1.2	-4.6
COc1cc(/C=N/n2c(-c3cc(C)[nH]n3)n[nH]c2=S)ccc1O	-0.3	-0.1	19.3*	5.2	-1.8	1.2	-3.3	-0.6	3.3
CN(C)/N=C/C=C1\CCC/C(=C/c2cccs2)C1=O	0.6	1.6	0.4	3.9	1.0	-3.1	0.9	0.1	4.5
c1ccc(CSc2ccc(-c3cccnc3)nn2)cc1	10.7	-11.7	1.8	1.4	1.6	8.4	-2.0	0.0	-22.4
Cn1c(=O)c2c(nc(CN3CCCCC3)n2CCc2ccccc2)n(C)c1=O	0.1	6.7	/	4.9	-1.6	5.6	-2.0	-0.9	-0.9
O=[N+]([O-])c1ccc2nc(SCc3cn4cccnc4n3)[nH]c2c1	0.2	0.7	0.8	0.5	5.1	-16.6	-0.9	0.7	-3.5
CCc1ccc(NC(=O)C(=O)NNC(=O)c2ccc(OC)cc2)cc1	-0.5	-11.2	2.1	8.8	-0.7	3.9	1.7	3.1	7.2
CC(=O)c1ccc(-n2nnnc2SCC(=O)NNC(=O)c2ccco2)cc1	-0.4	-7.8	-0.8	0.9	-2.6	-0.9	-3.3	0.6	-8.4
CCCCNC(=O)c1sc(=S)n2c1[nH]c(=O)c1ccc(C(=O)NCCc3ccc(OC)c(OC)c3)cc12	0.4	-1.0	/	11.1	-0.3	/	0.2	0.8	/
COc1ccccc1C(=O)Nc1ccnn1C1CCN(C(=O)c2cnsn2)CC1	-4.4	-4.6	0.8	-5.6	-0.3	-6.5	-2.1	-1.9	0.4

Source: PubChem BioAssay (several laboratories)
